FLuc stim CS – affects firefly luciferase, flagging false hits in luciferase stimulation screens; P08659; ATPlite luciferase biochemical, luminescence, 10 min; 0 = ATP-free wells, 1 = DMSO control; activation factor at 10 µM; 200,000 tested, under 10 active;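 active means luciferase activation factor, scaled between plate controls, of at least 2 with compound at 10 µM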
Target sequence (P08659 whole entry, looked up): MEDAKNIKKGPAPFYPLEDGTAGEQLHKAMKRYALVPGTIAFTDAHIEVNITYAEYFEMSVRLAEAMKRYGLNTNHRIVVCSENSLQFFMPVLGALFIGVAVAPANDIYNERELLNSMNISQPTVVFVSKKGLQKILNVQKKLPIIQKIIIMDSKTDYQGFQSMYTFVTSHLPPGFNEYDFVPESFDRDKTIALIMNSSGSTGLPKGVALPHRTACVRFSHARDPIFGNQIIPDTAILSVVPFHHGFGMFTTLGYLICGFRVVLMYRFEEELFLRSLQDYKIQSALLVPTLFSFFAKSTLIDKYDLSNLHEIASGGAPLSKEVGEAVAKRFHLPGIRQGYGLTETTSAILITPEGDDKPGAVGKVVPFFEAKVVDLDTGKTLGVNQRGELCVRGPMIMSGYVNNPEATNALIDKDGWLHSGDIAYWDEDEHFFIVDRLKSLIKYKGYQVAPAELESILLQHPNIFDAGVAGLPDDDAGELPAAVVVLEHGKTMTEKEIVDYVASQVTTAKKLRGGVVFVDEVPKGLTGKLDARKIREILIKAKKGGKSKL
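test system = cell-free luciferase reagent | medium = PBS as buffer for the ATP substrate | dosing = test compounds dosed from 2 mM stocks in 100% DMSO | incubation = 10 min at ambient temperature | detection = luminescence measurement of luciferase light output | benchmarks = low control with PBS replacing ATP, high control enzyme plus ATP without compound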
PMI act satM6P – increases human PMI activity with near-saturating mannose 6-phosphate; coupled PMI enzyme assay, resazurin fluorescence, 20 min; hits give high values; 1 = untreated enzyme, 0 = substrate-free blank; activation factor at 20 µM; actives 0.34% (n = 190,000); AID 1216;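 active means activation factor of 2 or more at 20 µM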
Target sequence (P34949 whole entry, looked up): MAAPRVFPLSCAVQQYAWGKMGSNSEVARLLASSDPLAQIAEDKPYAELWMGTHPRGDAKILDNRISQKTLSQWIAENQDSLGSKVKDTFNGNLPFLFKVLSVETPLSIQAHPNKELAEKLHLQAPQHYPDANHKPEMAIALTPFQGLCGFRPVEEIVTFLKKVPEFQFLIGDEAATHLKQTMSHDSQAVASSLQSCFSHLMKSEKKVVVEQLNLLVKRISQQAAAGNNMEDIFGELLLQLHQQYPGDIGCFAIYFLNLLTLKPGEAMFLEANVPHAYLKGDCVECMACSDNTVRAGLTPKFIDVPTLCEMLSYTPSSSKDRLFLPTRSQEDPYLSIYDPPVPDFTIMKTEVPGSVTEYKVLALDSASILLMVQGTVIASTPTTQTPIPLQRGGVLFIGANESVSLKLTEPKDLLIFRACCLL
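Test system: human phosphomannose isomerase with PGI, G6PDH, diaphorase coupling enzymes; amount: 15 ng/mL PMI; incubation: enzyme reaction with compound 20 min at room temperature; technique: resorufin fluorescence (Ex 544/Em 590 nm) from resazurin via diaphorase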
TNAP inh hiacc – blocks human TNAP under high phosphate acceptor concentration; P05186; purified TNAP, CDP-star luminescence, 1 M DEA; inhibition, % at 20 µM; actives 0.03% (n = 200,000); AID 1135;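 active means over 50% inhibition of tissue-nonspecific alkaline phosphatase at 20 µM in the single-dose screen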;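 further: plate controls were DMSO wells for no effect and EDTA-quenched wells as full inhibition for full effect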
G6PDH CS – L. mesenteroides G6PDH inhibition counter-screen; Purified L. mesenteroides G6PDH, diaphorase/resazurin coupled fluorescence, 45 min; inhibition, % at 5 µM; actives 0.12% (n = 200,000); in the data active means inhibition above about 50%
TNAP act hi DEA – increases human TNAP activity under high phosphate acceptor concentration; P05186; purified TNAP, CDP-star luminescence, 1 M DEA, 30 min; hits give high values; 0 = EDTA background, 1 = DMSO-only activity; activation factor at 20 µM; 200,000 tested, under 10 active; AID 1136;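 active means activation factor at least 2 at 20 µM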
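system = human TNAP | amount = enzyme diluted 1/800 final | reagent = 100 µM CDP-star substrate | signal = luminescent substrate turnover signal | dosing = one dose, 20 µM | benchmarks = EDTA negative control, DMSO positive control | measure = activation factor | timing = 30 min reaction, room temperature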
Efa HMGR inh – blocks class II HMG-CoA reductase of Enterococcus faecalis | purified E. faecalis HMGR, NADPH absorbance 340 nm kinetic | inhibition, % at 10 µM | actives 0.41% (n = 190,000);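 active means inhibition above a set limit, the median over all tested compounds plus 3 SD, cut at about 9.5% in these data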;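 further: enzyme runs in reverse so mevalonate oxidation gives rising NADPH absorbance; 0% = complete reaction with DMSO and 100% = background rate lacking mevalonate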
Diaphorase act – activates diaphorase or chemically reduces, flagging diaphorase assay artifacts; Diaphorase/resazurin coupled assay, resorufin fluorescence, 16 min; hits give high values; 1 = vehicle wells, 0 = NADH-free wells; activation factor at 20 µM; actives 0.005% (n = 190,000); AID 1229;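 active means diaphorase activity raised at least twofold by the compound at 20 µM; inactive means activation factor below 2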
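System – purified diaphorase enzyme from Clostridium kluyveri · Input – enzyme 0.07 U/mL final · Also added – final NADH 0.114 mM, resazurin 0.1 mM · Measured by – fluorescence of resorufin, 544 nm excitation, 590 nm emission · Timing – 16 min enzyme reaction, ambient temperature · Measure – resorufin increase flagging diaphorase activators or reducers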
Diaphorase inh – diaphorase inhibition or chemical oxidation counter-screen; diaphorase resazurin-to-resorufin fluorescence, NADH, 16 min; bacterial (C. kluyveri) enzyme, not human; inhibition, % at 20 µM; AID 1217; actives 0.69% (n = 190,000);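 active means primary screen inhibition at 20 µM above a set limit, cut at about 50% in these data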;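 further: plate controls were DMSO with full reaction for no effect and wells lacking NADH for full effect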
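Test system: diaphorase enzyme from Clostridium kluyveri; amount: diaphorase at 0.14 U/mL in enzyme working solution; detection: fluorescence of resorufin formed from resazurin, Ex 544/Em 590 nm; times: reaction incubation of 16 min at room temperature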
PMI activator – activators of human phosphomannose isomerase; P34949; activation factor at 20 µM; AID 1214; actives 0.005% (n = 190,000); purified human PMI, coupled resazurin fluorescence, 20 min; hits give high values; 1 = vehicle control, 0 substrate-free wells;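 active means activation factor of 2 or more at 20 µM, relative to plate controls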
TNAP inh noacc – TNAP (human) inhibition, acceptor-free conditions; purified TNAP, CDP-star luminescence, 30 min; actives 0.26% (n = 200,000); P05186; inhibition, % at 20 µM;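 active means tissue-nonspecific alkaline phosphatase inhibition above about 50% at 20 µM in the single-dose screen, limit read from the data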;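 further: 0% = DMSO negative control and 100% = EDTA positive control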
* hit, by the source's call.

SMILES	FLuc stim CS	PMI act satM6P	TNAP inh hiacc	G6PDH CS	TNAP act hi DEA	Efa HMGR inh	Diaphorase act	Diaphorase inh	PMI activator	TNAP inh noacc
CCNc1nc(NC(C)C)nc(N(C#N)CCOc2ccccc2)n1	1	1.1	-6	9	1.1	-2	1.1	-8	1	3
Cc1ccc(-c2nnc(SCC(=O)N/N=C/c3c(C)nn(-c4ccccc4)c3C)n2-c2ccccc2)cc1	1	1	-11	-21	1.1	-3	0.9	14	0.8	-25
CN1CCC2(CC1)N=C(c1ccc(F)cc1)C(=S)N2C(=O)c1ccc(C(C)(C)C)cc1	1	1.1	-3	14	1	-1	1	-2	1	-3
O=C1N(Cc2ccccc2)CCCC12CCCN(Cc1ccccc1)C2=O	1	0.9	0	18	1	-1	0.9	8	0.8	-1
O=C(Nc1cccc(O)c1)c1cc(-c2ccco2)on1	0.2	0.9	-5	12	1.1	-4	0.9	9	0.9	-4
O=C(c1ccc(Cl)cc1)N1CCC(O)(CSc2ccc(Cl)cc2Cl)CC1	1	0.9	-7	3	1.1	-1	0.8	16	0.9	0
CCCCNC(=S)N(C)/N=C/c1ccc(F)cc1	1	0.9	-7	20	1.1	-7	0.9	10	0.8	-6
Cc1cccc(NC(=O)c2ccc(C3SCC(=O)N3CCc3ccccc3)cc2)c1C (stereo unspecified)	1.1	1	-4	-1	1	-3	0.9	7	0.8	-8
COc1ccc(Oc2nnnn2-c2ccccc2)cc1	1	1	1	-1	1	2	1	1	1	-6
Cc1cc(C(=O)N2CCN(c3ccccn3)CC2)no1	1.1	1	-6	-6	1.1	2	0.9	8	0.9	-14
Cc1ccc(NC(=O)C(=O)c2cn(CC(=O)N3CCCCC3)c3ccccc23)cc1	0.8	0.9	-3	-22	1	-8	0.8	19	0.8	-5
COC(=O)c1ccccc1NC(NC(=O)c1ccco1)C(=O)c1ccccc1 (stereo unspecified)	1	0.9	-6	-2	1.1	1	0.8	24	0.9	-14
CCOC(=O)C1CCN(C(=O)CNC(=O)OC(C)(C)C)CC1	1	1	-1	5	1	-1	0.9	8	1	-9
CC(=O)c1cc(C#N)c(SCC(=O)O)nc1C	1	1.2	-3	0	1	-1	0.9	10	1.1	-26
Cc1cc(C(=O)O)c(CCCN)s1	1	1	-1	1	1	3	0.8	15	1	-6
O=C(Cc1ccccc1)N1CCN(c2ncccn2)CC1	1	1	-6	3	1.1	3	1	4	1	-14
Cc1cc(-c2csc(N)n2)c(C)n1-c1ccccc1	0.9	1.6	2	-1	1	-7	0.8	20	1.5	-11
Nn1c(SCC(=O)Nc2ccc(F)cc2)nnc1-c1ccccn1	1	1	-7	2	1.1	1	1.1	-6	1	1
CNC(=O)c1ccccc1NC(=O)c1c(O)c2c([nH]c1=O)CCCC2	0.9	1	-5	-9	1	0	0.9	14	0.9	-15
CN(C)/C=C/c1c(C#N)c(=O)ncn1Cc1ccccc1	1	0.9	-2	10	1	-4	0.9	12	0.9	-9
CN1C(=O)CSc2ccc(NC(=O)NCCC3=CCCCC3)cc21	1	0.9	-5	7	1	1	0.9	13	0.9	-36
O=C(COC(=O)c1cccnc1Cl)NCc1ccco1	1.1	1	-5	4	1	1	0.9	11	1.2	-4
O=C1CC(N2CCN(c3ccc(S(=O)(=O)N4CCOCC4)cc3)CC2)C(=O)N1Cc1ccccc1 (stereo unspecified)	1.1	1	-3	-27	1	1	1	3	1	-4
Cc1ccc(N(C(=O)c2ccc(Br)o2)C2C=CS(=O)(=O)C2)cc1 (stereo unspecified)	1	1	-1	3	1	-10	0.9	12	1	-11
CCC(=O)Nc1ccc(C(=O)CN2CCC(C)CC2)cc1	1.1	1.5	4	8	1	-3	0.9	5	1.5	-8

Pulled by compound from the list above (4):
SMILES	FLuc stim CS	PMI act satM6P	TNAP inh hiacc	G6PDH CS	TNAP act hi DEA	Efa HMGR inh	Diaphorase act	Diaphorase inh	PMI activator	TNAP inh noacc
Cc1ccc(N(C(=O)c2ccc(Br)o2)C2C=CS(=O)(=O)C2)cc1 (stereo unspecified)	1	1	-1	3	1	-10	0.9	12	1	-11
Cc1ccc(-c2nnc(SCC(=O)N/N=C/c3c(C)nn(-c4ccccc4)c3C)n2-c2ccccc2)cc1	1	1	-11	-21	1.1	-3	0.9	14	0.8	-25
CCOC(=O)C1CCN(C(=O)CNC(=O)OC(C)(C)C)CC1	1	1	-1	5	1	-1	0.9	8	1	-9
CCC(=O)Nc1ccc(C(=O)CN2CCC(C)CC2)cc1	1.1	1.5	4	8	1	-3	0.9	5	1.5	-8

(further entries)
SMILES	FLuc stim CS	PMI act satM6P	TNAP inh hiacc	G6PDH CS	TNAP act hi DEA	Efa HMGR inh	Diaphorase act	Diaphorase inh	PMI activator	TNAP inh noacc
CCOC(=O)c1ccccc1NC(=O)CN(c1ccccc1OCC)S(C)(=O)=O	1.1	1	0	2	1	1	0.7	26	1	-4
Cc1ccccc1NC(=O)Cc1nnc(SCc2ccc(Cl)c(Cl)c2)n1C	1	0.9	4	-20	1	0	0.9	12	0.8	-3
CCCn1nnc2ccccc2c1=O	1	1	-5	1	1	-2	1	4	1	-12
CN(C)C(=O)CSc1nc2ccccc2n1Cc1ccccc1	1	1.1	-2	7	1	0	1	-2	1.2	6
Cc1ccc(S(=O)(=O)N2CCOCC2)cc1NC(=O)CSc1nnc2cc(C)c3ccccc3n12	1.1	0.9	-9	10	1.1	-4	0.5	54*	0.9	-8
CCc1ccc2c(CN3CCN(S(=O)(=O)c4cccs4)CC3)cc(=O)oc2c1	1.2	1	3	-12	1	-4	0.8	16	0.9	5
Cc1ccc(C2=NN(CC(=O)NCc3cccnc3)C(=O)CC2)cc1	1	1	4	6	1	-3	1	5	1	0
CCN(C(=S)NC(=O)c1ccccc1Br)C1CCCCC1	1.1	0.9	3	-7	1	2	0.9	13	1	-8
CCN1CCN(C(=S)NCC(C)C)CC1	1.1	1	11	12	0.9	-7	0.9	8	0.9	-41
CC(C)Cn1c(SCC(=O)NC2CCCc3ccccc32)nc(O)cc1=O (stereo unspecified)	1.1	1	-7	8	1.1	-9	0.8	22	1	-14
Cc1[nH]n(-c2ccccc2)c(=O)c1/C=N/Nc1nncc(-c2ccccc2)n1	0.1	1.1	4	-12	1	6	0.9	6	0.9	-3
O=c1c2cc(Br)ccc2nc2n1CCCCC2	0.9	1	-2	2	1	1	0.9	13	0.9	-7
Nc1ccc(C23CC4CC(CC(CO)(C4)C2)C3)cc1	1	0.8	-4	16	1	1	0.8	16	0.8	-6
CCN(CC)S(=O)(=O)c1ccc(NC(=O)c2ccc(Sc3nncn3C)c([N+](=O)[O-])c2)cc1	1.2	1	-4	-14	1	1	0.9	13	0.9	6
CC(=O)c1ccc(S(=O)(=O)Nc2cccc(S(=O)(=O)NC3=NCCC3)c2)cc1	1.1	0.9	-3	-9	1	-4	0.9	15	0.9	-12
O=C1c2ccccc2C(=O)N1CN(C(=O)c1ccccc1[N+](=O)[O-])c1ccc(F)cc1	1	0.9	4	8	1	4	0.9	6	0.9	-10
CC(C)(C)N1C(=O)c2ccc(C(=O)Nc3nccs3)cc2C1=O	0.5	0.9	-4	4	1	-3	0.9	15	1.1	-8
O=C(NN1C(=O)c2ccccc2NC1c1ccccn1)c1ccccc1 (stereo unspecified)	1	0.9	-1	21	1	1	1	5	0.9	-9
COCC(C)NS(=O)(=O)c1ccccc1 (stereo unspecified)	1.1	1	-3	-1	1	1	0.9	6	1.1	-11
COc1ccc(C(=O)NCC(=O)N/N=C/C(C)=C/c2ccco2)cc1OC	1	0.5	0	0	1	-5	0.9	15	0.9	-1
O=C(O/N=C1\CCS(=O)(=O)c2sccc21)C1CC1	1	1	0	-3	1	-2	0.9	8	1	-1
CCC(=O)Nc1nnc(SCc2ccc(F)cc2)s1	1.1	1	-3	5	1	-5	1	2	1	-6
COc1ccc(NC(=O)Nc2ccc(N(C)C)cc2)cc1	0.8	0.9	-2	0	1	-2	0.8	18	0.9	-25
Cc1ccc(-n2c(CNc3ccc(F)cc3)nnc2SCC(=O)NCc2ccco2)cc1	1	0.9	-4	-1	1	-1	0.8	18	0.8	-8
Cc1ccc(CCNC(=O)CNC(=O)c2cccs2)cc1	1.1	1	-1	5	1	-3	1	4	1	-8
Remaining list, next part:
SMILES	FLuc stim CS	PMI act satM6P	TNAP inh hiacc	G6PDH CS	TNAP act hi DEA	Efa HMGR inh	Diaphorase act	Diaphorase inh	PMI activator	TNAP inh noacc
NCC[C@H](O)C(=O)N[C@@H]1C[C@H](N)[C@@H](O[C@H]2O[C@H](CN)[C@@H](O)[C@H](O)[C@H]2O)[C@H](O)[C@H]1O[C@H]1O[C@H](CO)[C@@H](O)[C@H](N)[C@H]1O	1	1	3	1	1	2	1	2	1	-4
CC(CCc1ccccc1)NC(=O)c1ccc2nc(N3CCOCC3)sc2c1 (stereo unspecified)	1	0.9	-2	0	1	-3	0.9	14	0.9	-10
COc1cc(CNc2nc3ccccc3n2C)cc(OC)c1OC	1.1	1.1	0	1	1	0	1	1	1.2	-8
COCCCNC(NC(=O)c1ccc(Cl)cc1)C(Cl)(Cl)Cl (stereo unspecified)	1	0.9	-4	9	1	-1	0.9	8	0.9	-10
Cc1ccc(Cn2c(=O)cc(C(=O)O)c3ccccc32)cc1	1	1	-8	7	1.1	-2	0.9	11	1	-18
O=C(CCc1c[nH]c2ccccc12)NCc1ccc2c(c1)OCO2	1	1	-5	11	1.1	1	1	0	0.9	-17
Cc1cc(/C=N/Nc2ccc([N+](=O)[O-])cn2)c(C)n1-c1ccc(C(=O)O)cc1	1	1.2	31	3	0.7	-4	0.9	15	1.3	34
CCCNC(=O)Cn1nc([N+](=O)[O-])c([N+](=O)[O-])c1C	1	0.9	1	7	1	1	0.9	6	0.9	-35
COc1ccc(/C=N/NC(=O)c2cccc(OC(F)(F)C(F)F)c2)cc1O	1	1	-7	0	1.1	0	0.9	13	1	-16
C/C(=N\NC(=O)CCc1ccccc1)c1ccc(Br)cc1	1.1	1.1	-5	8	1.1	-3	0.9	7	1.1	0
CCCCCC(=O)N/N=C/c1cccs1	0.9	1	2	9	1	1	1	-1	1	-5
CC(C)C(=O)NC(Nc1cccc([N+](=O)[O-])c1)C(Cl)(Cl)Cl (stereo unspecified)	1	0.9	-1	12	1	2	0.9	12	0.9	-7
CC(=O)NS(=O)(=O)c1ccc(N2C(=O)c3ccccc3C2=O)cc1	1	0.9	-3	2	1	-1	0.9	11	1	-10

Compound activity deposited in PubChem by several laboratories.

The order is random; about 1.7% have a hit in one of these screens.
